# High-throughput results deposited in PubChem by National Center for Advancing Translational Sciences (NCATS).
# Akt phos inh = blocks phosphorylation of Akt. Neuro2A IGF-stimulated pAkt S473 HTRF, 20 min; active compounds read low. activity change, % for hits at 50 µM. 360,000 compounds, 0.32% hits. AID 651550; in the data active = activity change below about -80%; inconclusive = mostly about -51% to -80%; also: % is scaled to controls: 0 for no effect and ±100 for the full control effect
#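 Neuro2A cells (4,500/well, DMEM with 0.5% FBS) were treated with compound at a single 50 µM final concentration, stimulated with 6 nM IGF for 20 min at 37 °C, and lysed. Phospho-Akt Ser473 was read by HTRF as 665/615 ratio ×10^4.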
# D3 antag = blocks the human D3 dopamine receptor | 360,000 compounds, 2.5% hits | D3R cells, DiscoveRx beta-arrestin luminescence, antagonist mode; active compounds read low | P35462 | AID 652054 | max response, negative = inhibition, %; in the data active = max response below about -50%; inconclusive = no clear call, values can overlap the other calls; also: % is scaled to controls: 0 for no effect and ±100 for the full control effect; mostly tested at two doses, the higher about 12 µM
#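 Cells plated overnight at 1500 cells/well, then exposed to library compounds with dopamine controls for 90 minutes at 37 degrees C. DiscoveRx reagent added for 30–60 minutes at room temperature; luminescence read, quantitative HTS format.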
# GLP1R inv ag = acts as inverse agonist at human GLP-1 receptor; P43220; HEK293 GLP-1R CRE-luciferase, luminescence, 24 h; GLP-1R form is constitutively active; Potency, µM (highest dose often 38.3 µM), without a hit: at the highest dose activity change, negative = inhibition, actives largely listed as inhibitors; 410,000 compounds, 1.6% hits; also: potency is read from the fitted curve at half-maximal effect; % is scaled to controls: 0 for no effect and ±100 for the full control effect; nearly all actives have a fitted effect of over 55% in size
# Target sequence (P43220 whole entry, looked up): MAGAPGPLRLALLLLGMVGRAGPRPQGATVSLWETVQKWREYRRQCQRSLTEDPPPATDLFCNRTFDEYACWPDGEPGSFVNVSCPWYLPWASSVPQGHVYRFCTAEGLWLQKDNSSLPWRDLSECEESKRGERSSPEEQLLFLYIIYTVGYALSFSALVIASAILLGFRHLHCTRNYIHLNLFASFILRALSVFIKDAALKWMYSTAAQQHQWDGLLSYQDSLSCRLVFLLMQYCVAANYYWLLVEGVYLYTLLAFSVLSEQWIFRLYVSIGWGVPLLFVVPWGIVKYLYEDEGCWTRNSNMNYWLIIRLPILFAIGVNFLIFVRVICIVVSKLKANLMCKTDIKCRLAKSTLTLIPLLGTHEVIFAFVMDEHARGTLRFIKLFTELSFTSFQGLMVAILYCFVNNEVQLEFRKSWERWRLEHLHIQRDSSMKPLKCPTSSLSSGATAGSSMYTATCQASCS
#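 Luminescence readout: a drop in cAMP-driven luciferase signal flags inverse agonism at a constitutively active GLP-1R stably expressed in HEK293. Compound exposure lasted 24 hr at 37 deg C, 5% CO2.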
# aSyn rescue = rescues yeast growth from alpha-synuclein toxicity | 370,000 compounds, 0.14% hits | Yeast expressing alpha-synuclein, growth rescue, BacTiter-Glo, 24 h | Potency, µM (highest dose often 46.1 µM), for inactives: at the top dose growth rescue (activation), most hits filed as activators; also: potency is read from the fitted curve at half-maximal effect; % of control where 0% means no effect; nearly all actives have a fitted effect of over 65% in size
#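 Galactose-induced alpha-syn yeast (OD600=0.02, raffinose-pregrown) + pinned cpd, 24 hr, 30 deg C; growth by BacTiter-Glo luminescence. Growth restoration scores as activation.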
# Abeta yeast res = A-beta toxicity reversal in yeast | yeast expressing A-beta42, growth rescue, OD600, 48 h; response scale: 0% DMSO, 100% iron-clioquinol control | 410,000 compounds, 0.063% hits | Potency, µM (top dose mostly 46.1 µM), for the others: at the top dose growth rescue, most hits filed as activators | AID 1347071; also: potency is read from the fitted curve at half-maximal effect; nearly all actives have a fitted effect of over 55% in size
#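 Yeast growth medium received pinned compounds, then yeast cells expressing toxic A-beta were added; plates incubated at 30 C for 48 hr. Growth read as absorbance at 600 nm, normalized to DMSO and equimolar FeCl3 plus clioquinol controls.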
# GLP-1R agonist = GLP-1 receptor (human) agonism; HEK293 GLP-1R CRE-luciferase, luminescence, 4-6 h; cells express a hypersensitive GLP-1R form; AID 624172; Potency, µM (highest dose often 45.6 µM), for inactives: at the top dose activation, actives largely listed as activators; 380,000 compounds, 0.007% hits; P43220; also: potency is read from the fitted curve at half-maximal effect; % of control where 0% means no effect
# TDP43 rescue = inhibitors of TDP-43 toxicity in yeast; 410,000 compounds, 1.8% hits; Potency, µM (highest dose often 46.1 µM), for the others: top-dose growth rescue (activation), actives largely listed as activators; TDP-43 expressing yeast growth rescue, BacTiter-Glo, 24 h; also: potency is read from the fitted curve at half-maximal effect; % of control where 0% means no effect; nearly all actives have a fitted effect of over 50% in size
#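 Luminescence from BacTiter-Glo reports growth of TDP-43-expressing yeast after 24 hr at 30 deg C with compound. Cells were raffinose-pregrown to mid-log, then seeded in galactose medium at OD600=0.02.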
# FUS yeast rescue = rescues growth of FUS-expressing yeast. S. cerevisiae FUS-expressing, growth rescue, OD600, 24 h. Potency, µM (doses to about 76.6 µM), for the others: at the highest dose growth rescue (activation), actives largely listed as activators. 390,000 compounds, 0.24% hits. AID 1347120;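 also: potency is read from the fitted curve at half-maximal effect; plate controls were DMSO vehicle for no effect and reference control for full effect; nearly all actives have a fitted effect of over 55% in size; some results filed as inactive show a strong effect at the top dose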
#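 Yeast expressing FUS under galactose induction, OD 0.005 in 2% galactose medium; compounds in a dilution series, 24 h at 30C. Growth rescue by absorbance at 600 nm; CP55940 positive control, DMSO negative.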
# PTHR1 ag = PTHR1 (human) receptor agonism; Q03431; HEK293 GP2 PTHR1 cells, GloSensor cAMP luminescence, 1 h; Potency, µM (top dose mostly 115 µM), for inactives: at the top dose activation, most hits filed as activators; 410,000 compounds, 0.075% hits; AID 743266; also: potency is read from the fitted curve at half-maximal effect; nearly all actives have a fitted effect of over 55% in size; some results filed as inactive show a strong effect at the top dose; inactives centre near -15; many of its hits are not listed in these tables
# Target sequence (Q03431 whole entry, looked up): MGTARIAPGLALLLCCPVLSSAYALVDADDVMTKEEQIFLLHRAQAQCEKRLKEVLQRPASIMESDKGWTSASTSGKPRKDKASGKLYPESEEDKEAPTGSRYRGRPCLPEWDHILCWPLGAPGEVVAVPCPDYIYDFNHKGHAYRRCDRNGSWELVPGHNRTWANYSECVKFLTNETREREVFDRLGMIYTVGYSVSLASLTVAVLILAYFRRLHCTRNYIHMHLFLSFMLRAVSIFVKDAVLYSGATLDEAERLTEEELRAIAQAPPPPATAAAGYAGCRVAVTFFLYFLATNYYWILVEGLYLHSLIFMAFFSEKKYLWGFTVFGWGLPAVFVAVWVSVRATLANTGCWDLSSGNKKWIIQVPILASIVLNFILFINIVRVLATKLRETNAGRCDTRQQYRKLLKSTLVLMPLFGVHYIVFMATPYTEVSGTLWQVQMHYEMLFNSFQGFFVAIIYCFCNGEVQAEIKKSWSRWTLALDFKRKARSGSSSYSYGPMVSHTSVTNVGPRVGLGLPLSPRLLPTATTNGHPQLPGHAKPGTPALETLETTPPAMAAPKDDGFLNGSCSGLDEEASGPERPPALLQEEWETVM
#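 HEK-293-derived GP2 cells expressing PTHR1 and a GloSensor cAMP reporter, 3,000/well, plated overnight, given luciferin plus IBMX (each 0.5 mM as added) for 1 h at 37 °C, then compound for 1 h at 37 °C. Luminescence was read after 15 min at room temperature.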
# Starred values were filed as active, the others as inactive; i = inactive; u = inconclusive; x = not tested or not shown; & = joins results of further samples; [ ] = remark or other dose. Unless noted, calls follow the shape of the dose curve; as a rule, active = well fitted curve in the direction sought with a large enough effect; inconclusive = small, poorly fitted or top-dose-only effect, or another doubt; inactive = no such curve, though single readings can be large; an effect the other way counts as inactive or inconclusive. An excerpt, so the mix of outcomes need not match the whole.
SMILES,Akt phos inh,D3 antag,GLP1R inv ag,aSyn rescue,Abeta yeast res,GLP-1R agonist,TDP43 rescue,FUS yeast rescue,PTHR1 ag
COc1cc(S(=O)(=O)Nc2c(C)nn(C)c2C)ccc1NC(C)=O,i,11.3,12.0%,-0.6%,-3.6%,-4.8%,19.7%,-8.6%,i
Cc1cccnc1CN1CCN(C(=O)CCc2nnc(CCc3ccccc3)o2)CC1,i,-20.6,-33.9%,-8.7%,-1.7%,-0.4%,x,16.5%,-3.9%
O=C(COC(=O)CCc1ccc(S(=O)(=O)N2CCOCC2)cc1)Nc1cccc(Cl)c1,i,-3.8,-0.8%,-1.8%,-8.6%,3.8%,-5.9%,30.1%,-21.4%
CC(=O)N(Cc1nc2sc(C)c(C)c2c(=O)[nH]1)C1CCCC1,i,6.7,-1.0%[7.66 µM],0.7%,-4.2%,-0.2%,-19.1%,5.9%,-35.0%[inhibitor]
O=C(Nc1ccncc1)c1cc(S(=O)(=O)N2CCCC2)ccc1Cl,i,3.6,u,-17.5%,3.0%,-5.8%,7.2%,4.7%,-14.5%
CCOc1ccc(S(=O)(=O)Nc2ccc(-c3ccc(OC)nn3)cc2)cc1,x,x,0.1%,x,-13.0%,x,-8.3%,24.4%,-26.4%
CCCNC(=O)c1cccc(Cn2cc(Br)c([N+](=O)[O-])n2)c1,i,-11.5,13.6%,-5.4%,9.1%,-1.1%,15.8%,x,-16.1%
Cc1nnc(NC(=O)c2ccc(S(=O)(=O)N3CC(C)CC(C)C3)cc2)o1 (stereo unspecified),i,-3.4,4.5%,15.8µM*,u,1.4%,-7.1%,18.9%,-9.5%
Cc1c(C(=O)O)sc2nc(SCC(=O)Nc3ccc(S(=O)(=O)NC(C)(C)C)cc3)[nH]c(=O)c12,i,-2.9,-3.0%,2.0%,-4.8%,6.0%,-10.6%,-10.4%,i
CCN1CCN(C2=CC3=CC(=C(C#N)C#N)CCC3CC2)CC1 (stereo unspecified),i,18.0,1.0%,-9.3%,1.6%,-5.0%,16.2%,-4.7%,-54.0%
COc1ccccc1C(=O)N1CCN=C1SCc1cccnc1,i,-17.3,-24.3%,-1.8%,-1.2%,-7.6%,-10.7%,-6.7%,-50.4%[inhibitor][57.5 µM]
O=C(CNC1CCCCC1)NCC1(c2ccccc2)CCCC1,i,-13.3,u,-0.1%,1.0%,19.4%,-1.0%,6.7%,-5.3%
Cc1cc(C)nc(N2CCC(C(=O)NCc3cccc(C(F)(F)F)c3)CC2)n1,i,13.7,19.1%,-7.7%,-1.3%,-0.1%,-13.7%,-9.4%,i
CCOC(=O)CSc1ncnc2c1c(-c1ccccc1)cn2-c1ccc(OC)cc1,i,13.8,u,0.7%,-1.5%&2.6%,26.4%,3.9%&5.9%,-15.7%&10.2%,-19.4%&-10.6%
COc1cc(/C=C2/NC(=O)NC2=O)ccc1OCC(=O)Nc1ccc(F)cc1,i,-6.9,10.1%,0.6%,9.7%,3.0%,1.1%,12.6%,i
Cc1csc(SCC(=O)N(C)C2CCS(=O)(=O)C2)n1 (stereo unspecified),i,11.4,20.2%,-10.8%,0.0%,3.6%,8.6%,-20.4%,i
Cc1oc(-c2ccccc2Cl)nc1CSc1nncn2c1cc1occc12,x,x,12.4%,x,-7.1%,x,0.2%,23.7%,i
COc1ccc(N(Cc2cccs2)C(=O)c2ccco2)cc1,x,x,u,x,-1.7%,x,u,2.1%,-11.9%
O=C(c1ccccc1)N1CCN(C(=O)c2cc3ccccc3o2)CC1,i,4.8,-13.9%,3.0%,13.7%,-9.3%,29.8%,-6.2%,i
COc1ccc(N(CC(=O)NN=C2CCCC2)S(=O)(=O)c2ccccc2)cc1Cl,i,28.3,2.2%,5.9%,-2.5%,6.6%,5.2%,35.6%,-1.6%
CCN(C(=O)C(C)OC(=O)c1nn(-c2ccccc2C(F)(F)F)cc1O)c1ccccc1 (stereo unspecified),i,u,u,-1.8%,7.5%,-0.3%,12.5%,37.7%,i
COc1ccc(CNC(=O)C2Cc3cc(S(=O)(=O)N4CCCCCC4)ccc3N2C(C)=O)cc1 (stereo unspecified),x,x,11.8%,x,-6.3%,x,8.7%,-11.9%,i
CC(=O)NS(=O)(=O)c1ccc(NC(=O)[C@@H]2CCCN2S(=O)(=O)c2ccc(Cl)cc2)cc1,i,-3.8,-12.3%,-0.3%[1.84 µM],4.7%,0.2%,1.6%,11.0%,-39.4%[inhibitor]
O=C(CN(CCO)c1ccccc1)Nc1cccc(S(=O)(=O)N2CCCC2)c1,i,-1.8,-12.1%,-11.7%,-0.5%,8.6%,-14.1%[0.397 µM],u,-0.6%
Cc1cccc2cc3c(NC(=O)CC(C)C)nn(C)c3nc12,i,17.1,9.0%,1.3%,10.1%,-6.2%,15.0%,3.3%,i

# Later entries:
SMILES,Akt phos inh,D3 antag,GLP1R inv ag,aSyn rescue,Abeta yeast res,GLP-1R agonist,TDP43 rescue,FUS yeast rescue,PTHR1 ag
COc1cc(CNC(=O)c2ccc3c(c2)c(C)c(C)n3Cc2cccc(C)c2)cc(OC)c1OC,x,x,u,x,0.1%,x,2.4%,u,-10.9%
COc1c(C)cc(Br)cc1C(=O)Nc1ccccc1N1CCN(C(=O)c2ccccc2)CC1,i,3.4,13.6%,0.0%,-14.9%,-0.1%,-7.1%,-31.0%,i
CCOc1ccccc1C(=O)N(Cc1ccco1)C1CCS(=O)(=O)C1 (stereo unspecified),i,13.7,u,7.8%,13.2%,2.1%,-0.8%,1.3%,-22.1%
Cc1cc(C)n(-c2nnc(N3CCN(c4ccc(F)cc4)CC3)nn2)n1,i,-16.6,3.2%,-3.3%,-9.3%,6.0%,-12.2%,5.5%,-12.1%
O=C(Nc1c(-c2ccccc2)[nH][nH]c1=O)c1cnccn1,i,-4.4,5.0%,-0.1%,1.2%,x,16.9%,-5.0%,-0.9%
O=C(O)c1c(-c2ccccc2)nnc2ccccc12,i,3.8,34.4%[activator],-3.6%,-2.0%,-7.0%,2.7%,12.0%,i
Cc1sc2nc3c(SC(C)C(=O)O)cc(C(=O)c4ccccc4O)cn3c(=O)c2c1C (stereo unspecified),i,u,-32.5%,2.9%,2.9%,1.4%,14.9%,x,-17.4%
CCNC(=S)NNC(=O)c1ccccc1OC(F)F,i,-11.8,-22.4%,3.3%,9.7%,-14.5%,-23.3%,8.3%,7.6%[57.5 µM]
CC(C)(C)c1ccc(C(=O)NCC2CCCN2S(=O)(=O)c2ccccc2)cc1 (stereo unspecified),i,8.3,5.01µM*,3.3%,3.2%,6.2%,16.5%,29.7%,-11.2%
Cc1nonc1OCCn1nnnc1N,i,-23.9,-9.3%,-1.3%,-9.3%,-8.4%,-20.8%,-5.0%,i
CCOc1ccc2nc(N3CCC(C(=O)Nc4c(C)cccc4C)CC3)sc2c1,x,x,6.7%,x,7.1%,x,6.1%,-22.1%,-40.1%[inhibitor]
O=C(CSc1nnc(CNC(=O)c2c(F)cccc2Cl)o1)NC1CCCC1,i,9.3,0.1%,-3.3%,7.4%,6.2%,3.8%,6.8%,i
Cc1cc(CNC(=O)Cc2ccccc2)c2ccccc2n1,i,5.1,-6.3%[0.307 µM],-7.1%,-2.6%,7.3%,0.9%,9.2%,-17.0%
O=C(N[C@H]1C/C=C\C[C@@H](CC(=O)N(CCO)Cc2ccccc2)C(=O)N2CCC[C@@H]2COC1=O)OCC1c2ccccc2-c2ccccc21,i,0.5,-3.5%,-0.4%,10.3%,12.0%,10.4%,23.3%,-35.5%[inhibitor]
Clc1ccc(SCCn2cncn2)cc1,i,u,5.7%,-12.1%,-6.4%,11.1%,5.0%,u,-0.6%
COC(=O)Cn1cc(C(=O)C(F)(F)F)c2ccccc21,i,0.1,-7.5%,0.4%,-1.5%,2.9%,7.0%[9.22 µM],-14.9%,i
CCOC(=O)c1ccc2c(c1)C(=O)N(C1CCCCC1)C2=O,i,31.2,0.1%,-2.3%,-1.2%,-17.8%,-2.3%,x,-4.7%
COc1cc(OC)cc(C(=O)NNC(=S)Nc2ccc(S(N)(=O)=O)cc2)c1,i,u,u,-8.0%,16.2%,10.8%,-2.1%,21.6%,i
O=C(O)CCCCCN1C(=O)/C(=C/c2ccncc2)SC1=S,i,3.7,0.0%,u,-6.5%,-7.8%,17.4%,x,-28.2%
O=C1NCCN1Cc1ccc(Cl)cc1,i,1.6,15.2%[7.66 µM],-2.0%,21.0%,-0.2%,3.4%,-1.0%,i
CNC(=O)C1CC(=O)N(CCCc2ccccc2)C(=Nc2ccccc2)S1 (stereo unspecified),x,-2.2,0.0%,x,20.0%,17.3%,9.5%,19.6%,i
CCOC(=O)C(=O)NCC(c1cccs1)S(=O)(=O)c1ccc(Cl)cc1 (stereo unspecified),i,-6.8,17.3%,-1.0%,4.5%,-5.2%,9.6%,-13.1%,i
Fc1ccc(NC(=S)NCc2cccnc2)cc1,i,-1.7,-6.7%,-8.9%,-6.4%,-0.5%,4.6%,-10.5%,-2.8%
CC(C)(C)c1ccc(C(=O)Nc2ccc3c(c2)C(=O)NC3=O)cc1,i,60.4,6.2%,3.3%,12.2%,-1.5%,22.7%,-27.0%,i
CSc1ccc(S(=O)(=O)NCC(=O)OC2CCOC2=O)cc1[N+](=O)[O-] (stereo unspecified),i,1.2,26.0%,1.5%,0.5%,6.6%,-4.8%,4.4%,-20.7%
